# Bioassay records as filed in PubChem.
# RAD52 inh: RAD52 (human) annealing inhibition. P43351. recombinant RAD52 DNA annealing, FRET fluorescence. inhibition, % at 18.7 µM. actives 0.46% (n = 360,000);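 active = every replicate showing at least 50% inhibition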
# Target sequence (P43351 whole entry, looked up): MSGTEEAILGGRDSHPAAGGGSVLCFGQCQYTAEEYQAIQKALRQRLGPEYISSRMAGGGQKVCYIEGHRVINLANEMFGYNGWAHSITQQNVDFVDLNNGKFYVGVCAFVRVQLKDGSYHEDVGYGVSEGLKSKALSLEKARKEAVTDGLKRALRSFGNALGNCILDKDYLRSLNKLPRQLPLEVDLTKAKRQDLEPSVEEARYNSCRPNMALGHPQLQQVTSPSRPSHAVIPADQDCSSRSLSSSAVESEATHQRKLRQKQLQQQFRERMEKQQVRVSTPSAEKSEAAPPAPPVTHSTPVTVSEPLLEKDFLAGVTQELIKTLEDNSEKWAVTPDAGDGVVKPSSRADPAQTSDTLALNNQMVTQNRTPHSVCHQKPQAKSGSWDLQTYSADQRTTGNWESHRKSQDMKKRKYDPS
# RAD54 inh: RAD54 (human) branch migration inhibition | Q92698 | RAD54 Holliday junction branch migration, FAM/BHQ fluorescence | inhibition, % at 10.4 µM | actives 0.14% (n = 360,000);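 active = mean normalized replicate activity at least 40 and at least half of replicates scoring 40 or more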;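 note: 0% = median of neutral control wells and 100% = median of positive control wells; inhibitors cause a drop in the FAM fluorescence signal; in these data hits start at about 50%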
# PglD inh: blocks C. jejuni PglD acetyltransferase activity | purified PglD enzyme, DTNB colorimetric CoA detection | inhibition, % at 12.5 µM | actives 0.098% (n = 360,000) | AID 602405; in the data active = inhibition above about 16%, passing the limit was not always enough; note: strong numbers were not always called active
# PGC1a acetyl inh: lowers PGC1a acetylation signal in U2OS cells; actives 0.17% (n = 350,000); AlphaScreen anti-acetyl-lysine; with virally co-expressed GCN5 acetyltransferase; AID 651687; inhibition, % at 15.6 µM;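 active = every replicate shows inhibition of at least 40%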;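 note: 0% = neutral control wells and 100% = positive control wells; some results beyond the cut were filed as inactive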
# miR-122 sensor: miR-122 inhibition in Huh7 cells; activation (reporter increase), % at 12.5 µM; AID 602342; actives 0.3% (n = 340,000); Huh7 miR-122 Renilla luciferase sensor, 48 h; neutral wells = 0, positive control = 100;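 active = mean replicate activation score at least 90 and every replicate individually at or above 90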;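 note: higher luciferase means less miR-122 activity so hits act as miR-122 inhibitors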
# Cneo AK release: causes C. neoformans cell lysis; lysis activity, % at 15 µM; AID 651654; adenylate kinase release luminescence, 4 h; normalised: neutral wells 0, clomiphene wells 100; actives 0.2% (n = 360,000);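 active = mean lysis activity across replicates of at least 80%, whatever share of replicates individually reach that level; inactive = mean lysis activity below 80%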
#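 Assay system: Cryptococcus neoformans yeast cells / Dosing: single-point compound dose / Timing: 4 h at 37 °C static, read 1 h later / Measured by: luminescence of released adenylate kinase using an AK detection reagent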
# E-sel inducer: E-selectin induction on HUVECs. P16581. AID 686992. actives 0.37% (n = 260,000). HUVEC E-selectin immunofluorescence imaging; normalized: neutral wells 0, TNF-alpha wells 100. activation, % at 7.58 µM;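 active = mean E-selectin-positive cell signal at least 10% of the positive control, reached in at least 60% of replicates, without over 20% cell loss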;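 note: in these data hits start at about 27%; measured in HUVEC primary endothelial cells; signal is the percent of cells scored E-selectin positive by PE staining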
# Target sequence (P16581 whole entry, looked up): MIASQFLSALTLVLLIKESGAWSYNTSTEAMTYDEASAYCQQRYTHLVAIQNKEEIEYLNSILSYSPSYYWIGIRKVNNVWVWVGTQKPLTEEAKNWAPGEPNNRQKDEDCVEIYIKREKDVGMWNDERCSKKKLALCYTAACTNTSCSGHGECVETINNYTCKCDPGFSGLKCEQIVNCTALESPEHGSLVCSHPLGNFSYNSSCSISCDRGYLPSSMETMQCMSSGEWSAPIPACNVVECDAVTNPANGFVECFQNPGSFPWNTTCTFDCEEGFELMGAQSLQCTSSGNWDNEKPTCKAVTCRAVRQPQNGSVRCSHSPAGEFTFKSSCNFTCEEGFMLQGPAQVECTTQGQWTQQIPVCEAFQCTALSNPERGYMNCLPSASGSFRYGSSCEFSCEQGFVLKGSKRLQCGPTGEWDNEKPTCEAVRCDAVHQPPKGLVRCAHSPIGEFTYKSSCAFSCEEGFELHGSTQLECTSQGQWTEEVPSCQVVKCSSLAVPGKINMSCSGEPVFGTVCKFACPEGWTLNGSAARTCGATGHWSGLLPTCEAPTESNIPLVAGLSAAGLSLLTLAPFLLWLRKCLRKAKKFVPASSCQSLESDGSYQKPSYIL
#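 Test system – human umbilical vein endothelial cells (HUVEC), E-selectin induction · Input – 3,000 HUVEC seeded per well · Buffer or medium – EGM-2, gelatin · Compound dosing – single-point compound dose · Detection – immunofluorescence imaging · Measure – percent E-selectin-positive cells · Controls – TNF-alpha high, DMSO low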
# ERAP1 HTS inh: inhibitors of human ERAP1 aminopeptidase; Q9NZ08; recombinant ERAP1, Leu-AMC fluorescence, 60 min; inhibition, % at 10.7 µM; actives 0.15% (n = 340,000);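 active = mean replicate inhibition of at least 30%, or all replicates individually reaching that 30% level; inactive = mean below 30% and not every replicate reaching it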;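 note: 0% = neutral control wells and 100% = L-leucinethiol positive control wells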
# Numbers without * were called inactive; · = not tested or not shown; & = joins results of further samples; [ ] = dose if it differs, or a comment.
# Results follow in this order: RAD52 inh, RAD54 inh, PglD inh, PGC1a acetyl inh, miR-122 sensor, Cneo AK release, E-sel inducer, ERAP1 HTS inh
COC(=O)Nc1nc2ccc(SC(C)C)cc2[nH]1
    -10.8, -7.6, -3.9, -8.1, 8.6, 1.2, 2.5, -1.4
CCOC(=O)c1cn(CC(=O)Nc2ccc(C(C)C)cc2)nn1
    ·, -10.5, ·, 10.5, -9.0, -1.4, -1.1, ·
COc1ccc(S(=O)(=O)Nc2ccc3c(c2)OC[C@H](C)NC[C@H](C)[C@@H](OC)CN(C)C3=O)cc1
    -1.7, ·, ·, -0.9, ·, ·, 0.0, 3.7
N#Cc1cccc(S(=O)(=O)NNC(=O)C23CC4CC(CC(C4)C2)C3)c1
    -7.2, -7.8, -13.6, -20.0, -3.6, 0.0, -0.1, -3.6
CCCC1=NN(C(=O)Cc2ccc(OC)c(OC)c2)C(O)(C(F)(F)F)C1 (stereo not given)
    -9.8, -4.4, -0.7, ·, 11.6, -1.1, 0.1, 3.5
N/C(=N\OC(=O)c1ccccc1Cl)c1ccccn1
    -4.6, 4.6, 3.9, 8.1, ·, -3.6, ·, 1.4
CNC[C@H]1OCCCC[C@@H](C)Oc2ccc(NS(C)(=O)=O)cc2C(=O)N([C@H](C)CO)C[C@H]1C
    -26.4, -6.0, -1.8, 6.0, -2.5[16.7 µM], -1.2, -0.4, 1.5
Cc1ccc(S(=O)(=O)N(C)C[C@@H]2Oc3ccc(NS(=O)(=O)c4c(C)noc4C)cc3CC(=O)N([C@@H](C)CO)C[C@@H]2C)cc1
    10.9, -4.0, 3.3, -22.5, -1.6[16.7 µM], -1.2, -0.2, -1.0
COc1ccc(C2=CC(c3ccc(C)cc3)n3nnnc3N2)cc1 (stereo not given)
    ·, -23.0, 7.7, ·, 33.8, 0.6, ·, ·
Cc1cc(C)c(C)c(S(=O)(=O)N(C)CCc2ccccn2)c1C
    -3.6, -4.9, 0.6, 2.2, 17.2, 0.8, 0.0, -1.1
S=C(c1ccc(N2CCCC2)cc1)N1CCCCC1
    ·, -0.4, 1.6, -3.3, 8.0, 3.1, ·, ·
O=C(c1ccccc1)C1CCc2occc2C1=O (stereo not given)
    ·, -7.6, -3.8, 0.9, -4.3, -6.2, ·, ·
CC(C)CC#Cc1ccc2c(c1)O[C@H](CN(C)C(=O)Cc1ccccn1)[C@H](C)CN([C@H](C)CO)S2(=O)=O
    2.7, 4.5, 1.7, 4.9, 12.5[16.7 µM], 4.3, 0.3, -2.7
Cc1ccc(-c2cc(C(=O)NCCCn3ccnc3)c3ccccc3n2)s1
    -2.0, -2.1, 6.7, -3.9, 123.3*, -8.9, ·, -9.7
COc1cccc(N2CCN(C(=O)Nc3ccc4c(c3)NC(=O)CO4)CC2)c1
    ·, -21.4, -5.5, -6.6, -4.5, 1.2, ·, ·
Cc1ccc(S(=O)(=O)N[C@H]2C=C[C@@H](CC(=O)NCc3ccncn3)O[C@H]2CO)cc1
    -22.4, 2.6, -2.2, -2.7, ·, -3.9, 0.3, -1.9
C[C@H](NC(=O)OCc1ccccc1)c1nnc([C@H](Cc2ccccc2)NC(=O)OC(C)(C)C)o1
    -5.7, 8.7, -5.1, -7.4, -3.1, -1.5, 0.1, -4.8
COC(=O)C1CCN(C(=O)c2cc(S(=O)(=O)N3CCCCC3)ccc2Cl)CC1
    5.8, 3.7, -5.1, -8.1, 0.2, 0.7, -0.2, -0.6
COc1ccccc1NC(=O)N1C[C@H](O)COC[C@@H]2O[C@H](CC(=O)N3CCC(Cc4ccccc4)CC3)CC[C@H]21
    -5.5, 0.8, -0.8, 12.0, -5.4[16.7 µM], -1.3, 0.0, -0.6
OCC[C@@H]1C[C@H](O)[C@@H](O)[C@]2(OCCc3cc(Cl)ccc32)O1
    -5.6, -11.8, 3.9, -0.6, 1.3, -1.0, 0.0, ·
O=C(NC1=NCCS1)c1ccccc1
    1.9, 0.8, -0.5, 3.3, 5.9, 6.4, ·, -3.1
C[C@@H]1CN([C@@H](C)CO)C(=O)c2cc(/C=C/c3ccccc3)cnc2O[C@H]1CN(C)C(=O)C1CCC1
    8.0, -5.2, -2.8, 0.5, -5.8[16.7 µM], -3.7, 0.5, -0.7
COc1ccc(OCCNS(=O)(=O)c2ccccc2)cc1
    ·, -7.7, 11.7, -4.2, 0.7, 0.7, ·, ·
Cc1cc(=O)oc2c3c(cc(OCC(=O)N[C@H](C(=O)O)c4ccccc4)c12)OC(C)(C)CC3
    -4.0, -15.7, 3.8, 12.0, 2.0, 0.0, ·, 15.5
Cc1ccc(C)c(NC(=O)NNS(=O)(=O)c2ccc(C)c(C)c2)c1
    -9.2, -7.9, 4.6, -7.4, -5.4, 1.3, 0.2, 1.3
CCc1ccccc1NNC(=O)c1snnc1C
    -16.8, -6.5, 1.1, 11.2, -0.4, 13.7, 0.1, 0.1
CCCCCC(=O)N1C[C@@H](O)[C@H](n2cc(COC(=O)c3ccccc3)nn2)C[C@@H]1c1ccc(Cl)cc1
    -5.9, 0.7, 3.6, -12.7, -2.2, 5.2, 0.0, -0.4
CCOc1ccc2nc(NC(=O)c3c([N+](=O)[O-])cnn3CC)sc2c1
    ·, 4.2, 6.9, 3.6, -8.2, 1.4, ·, ·
COc1ccc(C2(C(=O)Nc3ccc(C)c(C)c3)CCOCC2)cc1
    -12.4, -0.7, 3.1, -14.6, 12.5, -4.2, ·, -2.2
Cc1cc(C)c2c(c1)/C(=N/NC(=S)Nc1ccc(F)cc1)CCC2
    ·, -1.8, 4.3, -4.9, -2.9, -7.0, ·, ·

# Part of the list above in a different format.
structure	RAD52 inh	RAD54 inh	PglD inh	PGC1a acetyl inh	miR-122 sensor	Cneo AK release	E-sel inducer	ERAP1 HTS inh
Cc1cc(C)c(C)c(S(=O)(=O)N(C)CCc2ccccn2)c1C	-3.6	-4.9	0.6	2.2	17.2	0.8	0.0	-1.1
S=C(c1ccc(N2CCCC2)cc1)N1CCCCC1	·	-0.4	1.6	-3.3	8.0	3.1	·	·
O=C(c1ccccc1)C1CCc2occc2C1=O (stereo not given)	·	-7.6	-3.8	0.9	-4.3	-6.2	·	·
CC(C)CC#Cc1ccc2c(c1)O[C@H](CN(C)C(=O)Cc1ccccn1)[C@H](C)CN([C@H](C)CO)S2(=O)=O	2.7	4.5	1.7	4.9	12.5[16.7 µM]	4.3	0.3	-2.7
Cc1ccc(-c2cc(C(=O)NCCCn3ccnc3)c3ccccc3n2)s1	-2.0	-2.1	6.7	-3.9	123.3*	-8.9	·	-9.7

# Further records follow:
# Results follow in this order: RAD52 inh, RAD54 inh, PglD inh, PGC1a acetyl inh, miR-122 sensor, Cneo AK release, E-sel inducer, ERAP1 HTS inh
C[C@H](CO)N1C[C@H](C)[C@@H](CN(C)Cc2ccncc2)Oc2c(NS(C)(=O)=O)cccc2C1=O
    -7.7&-18.1, 4.7&2.9, 2.2&0.7, 15.6&-2.4, 21.2&20.4[16.7 µM], 4.5&-3.8, 9.4, 0.6&-0.4
Cc1ccc(S(=O)(=O)N(C)C[C@@H]2OCCCC[C@H](C)Oc3ccc(NS(=O)(=O)c4cn(C)cn4)cc3C(=O)N([C@@H](C)CO)C[C@@H]2C)cc1
    15.1, -10.2, 3.2, 2.9, -1.3[16.7 µM], 1.9, ·, 0.1
COc1ccc(Cl)cc1C(=O)NCC#N
    ·, -5.2, 6.0, 6.6, -0.2, -0.1, ·, ·
O=c1cc(CO)oc(CN2CCN(c3cccc(C(F)(F)F)c3)CC2)c1O
    ·, 4.5, 1.5, -6.1, -15.8, -1.7, ·, ·
C[C@@H]1CN([C@@H](C)CO)C(=O)Cc2cc(NC(=O)CCN3CCOCC3)ccc2O[C@H]1CN(C)C(=O)Nc1ccc(C(F)(F)F)cc1
    -3.2, -3.7, 6.7, 5.0, -3.4[16.7 µM], -0.1, 0.0, -0.4
CC(=O)N1c2ccc(S(=O)(=O)N3CCOCC3)cc2CC1C (stereo not given)
    5.5, 6.1, 6.6, 0.7, -4.2, -1.5, 0.2, -3.5
COc1ccccc1N(O)C1CC(=O)N(c2ccc(Br)cc2)C1=O (stereo not given)
    ·, -7.2, 1.7, -1.9, -0.3, -1.1, ·, ·
CC(C)CC(=O)N1CCC(N(CCc2ccccc2)Cc2ccccc2)CC1
    3.1, -2.0, 3.0, 0.8, -2.3, 2.3, 0.0, -4.3
CCCCc1ccc(NS(=O)(=O)N(C)C)cc1
    ·, -6.1, 5.0, ·, -12.8, -0.1, ·, ·
O=C(O)[C@@H]1[C@@H](CO)[C@@H]2Cn3c(ccc(-c4cncnc4)c3=O)[C@@H]2N1C(=O)C1CCCC1
    -4.2, ·, ·, -1.7, ·, ·, 0.1, -1.2
CC(C)C1C(=O)N(Cc2cn(Cc3ccco3)nn2)CCS(=O)(=O)N1Cc1ccc(-c2ccccc2)cc1 (stereo not given)
    -18.0, 8.2, 4.2, 6.6, -8.7, 4.0, -0.2, 7.6
O=C1[C@@H]2Cc3c([nH]c4ccccc34)C(c3ccccc3)N2C(=O)CN1C1CC1 (stereo not given in full)
    -4.0, 3.5, -5.2, -2.6, -0.8, -1.5, ·, 2.4
O=C1CN(C(=O)COC(=O)c2ccccc2NC(=O)c2ccco2)c2ccccc2N1
    ·, -1.8, -0.7, 7.6, 5.7, -1.0, ·, ·
O=C(C1CCOCC1)N1CC[C@H]2[C@H](CO)Nc3ccc(-c4ccc(F)cc4)cc3[C@H]21
    3.6, 5.4, 0.0, -1.9, -5.8[16.7 µM], 46.5, -0.6, -3.2
Cc1ccc(C(C)C)c(OCCCN2CC(C)OC(C)C2)c1 (stereo not given)
    -3.4, 0.7, 5.7, ·, ·, -5.4, ·, 1.0
CC(=O)Nc1ccc(S(=O)(=O)N2CCNC(=O)C2)cc1
    -16.7, ·, ·, 19.1, 9.6, ·, 0.8, 0.1
COc1cccc(-c2ccc3c(c2)[C@H]2[C@H](CCN2C(=O)c2ccccn2)[C@@H](CO)N3)c1
    -5.0, 17.3, -1.9, -22.5, 5.8[16.7 µM], 1.2, -0.2, 1.4
CCC(=O)Oc1ccc(NC(=O)c2ccco2)cc1
    -17.6, 6.5, 5.7, -2.4, 2.0, 0.6, 2.6, 3.0
CCOC(=O)c1ccc(NC(=O)C(=O)NCCc2ccc(OC)cc2)cc1
    -10.7, ·, ·, 5.4, -1.7, ·, ·, -1.1
CCOc1ccccc1NC(=O)NCc1ccco1
    1.6, -10.6, 2.9, 4.6, 0.9, 2.1, 2.0, 2.6
O=C(N/N=C1\CCS(=O)(=O)c2ccc(F)cc21)c1ccc([N+](=O)[O-])cc1
    -4.3, 0.3, 3.4, -10.8, -3.6, 12.1, -0.7, ·
CCCCc1cc(=O)oc2c(C)c(OCc3nn[nH]n3)ccc12
    -11.2, 8.4, -3.5, 3.7, 14.5, -2.2, 0.2, 6.0
C[C@@H]1CCCCO[C@@H](CN(C)C(=O)Nc2ccc(C(F)(F)F)cc2)[C@H](C)CN([C@H](C)CO)C(=O)c2cc(N(C)C)ccc2O1
    31.7, 5.7, 0.1, -9.4, 0.2[16.7 µM], 1.8, 0.3, -2.3
CCOc1ccccc1C1CC(=O)Nc2cc(C)c(C)cc21 (stereo not given)
    -10.8, -1.0, -3.1, -12.3, 9.4, 1.2, ·, 0.1
C[C@H](CO)N1C[C@H](C)[C@@H](CN(C)Cc2ccc(Cl)c(Cl)c2)Oc2ccc(NC(=O)CCCN(C)C)cc2C1=O
    9.1, 0.4, -0.6, -7.8, -5.2[16.7 µM], 1.3, -0.2, 0.4
CCOC(=O)C(Sc1ncc(C#N)c(N)n1)C(C)C (stereo not given)
    ·, -9.1, 5.5, -0.5, 4.5, 1.0, ·, ·
